# Screens deposited in PubChem BioAssay by National Center for Advancing Translational Sciences (NCATS).
# L3MBTL1 inh: inhibitors of human L3MBTL1; Q9Y468; AID 485360; Potency, µM (highest dose often 57.1 µM), inactives show top-dose activity, negative = inhibition, hits mostly inhibitors; 230,000 compounds, 0.66% hits; AlphaScreen L3MBTL1–H3K9me1 peptide binding; further: nearly all actives have a fitted effect of over 60% in size
#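 AlphaScreen proximity signal between nickel-chelate acceptor and streptavidin donor beads (final 10 ug/mL) reports binding of 50 nM L3MBTL1 to 75 nM biotin-H3 K9me1 peptide; complex incubated with compounds 30 min at room temperature; cefsulodin titration as control.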
# aGal spleen mod: alpha-galactosidase A (human) modulation | P06280 | human spleen homogenate, 4MU-alpha-Gal fluorescence, 40 min | Potency, µM (top dose mostly 80 µM), inactives show at the highest dose activity change, negative = inhibition, actives largely listed as inhibitors | 240,000 compounds, 0.008% hits;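 further: 0% = enzyme with vehicle and -100% = no enzyme basal signal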
#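 Spleen homogenate 1 ug + cpd (titration) + 4-MU-alpha-D-galactopyranoside 1 mM; 37C 40 min; 50 mM citrate/phosphate pH 5.0, 0.01% Tween-20; stop pH 10; fluorescence 365/440; AC50 via Hill.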
# Tau FP inhib: tau fibrillization inhibition (FP); K18 P301L tau heparin fibrillization, Alexa594 FP, 6 h; Potency, µM (titrated, usually from 57.7 µM), without a hit: at the top dose activity, negative = inhibition, actives largely listed as inhibitors; 280,000 compounds, 0.39% hits; P10636; further: nearly all actives have a fitted effect of over 55% in size
# Target sequence (P10636 561-689 P618L limits assumed): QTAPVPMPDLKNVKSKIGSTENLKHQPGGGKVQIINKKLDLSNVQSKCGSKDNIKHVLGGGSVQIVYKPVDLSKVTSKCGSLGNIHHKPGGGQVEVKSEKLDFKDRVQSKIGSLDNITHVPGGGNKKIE
#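 Steps: dispense K18 P301L tau (15 uM plus 0.24 uM Alexa 594 tracer, final) in pH 7 sodium acetate; add compound; add heparin (20 uM final); incubate 6 hr, 37 C; add ThT (30 uM final); after 1 hr ambient, read FP.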
# Tau ThT inhib: tau fibrillization inhibition (ThT binding). 270,000 compounds, 2.1% hits. Potency, µM (titrated, usually from 57.4 µM), inactives show at the top dose activity, negative = inhibition, hits mostly inhibitors. recombinant tau K18 P301L, heparin-induced fibrillization, ThT fluorescence; further: nearly all actives have a fitted effect of over 55% in size
#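 Fibril formation assay: tau K18 P301L at 15 uM with trace Alexa 594 label, heparin inducer 20 uM, pH 7 sodium acetate buffer, 37 C for 6 hr; endpoint ThT signal.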
# TR SRC2 fluor cs: alters Texas Red total fluorescence, flagging assay interference | TRb/SRC2 Texas Red total fluorescence interference | Potency, µM (highest dose often 106 µM), without a hit: top-dose fluorescence change, negative = quenching | 280,000 compounds, 0.29% hits | AID 1479; active means well fitted curve in either direction with a large enough effect; inconclusive means small, poorly fitted or top-dose-only effect
#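 Human TRb ligand-binding domain at 0.6 uM with 20 nM Texas Red SRC2 peptide in Tris buffer containing 1 uM T3 and 5% DMSO, incubated with compound 5 h at ambient temperature. Total fluorescence (555/632 nm) calculated as parallel + 2 × perpendicular.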
# TRb-SRC2 inh: inhibitors of human thyroid hormone receptor beta-SRC2 interaction | 280,000 compounds, 0.065% hits | AID 1469 | TRbeta-SRC2 peptide binding, fluorescence polarization; receptor liganded with 1 µM T3 | P10828 | Potency, µM (titrated, usually from 106 µM), for inactives: at the highest dose activity change, negative = inhibition, usual class: inhibitors;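 further: plate controls were bound peptide for no effect and peptide without receptor for full effect; nearly all actives have a fitted effect of over 50% in size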
# Target sequence (P10828 whole entry, looked up): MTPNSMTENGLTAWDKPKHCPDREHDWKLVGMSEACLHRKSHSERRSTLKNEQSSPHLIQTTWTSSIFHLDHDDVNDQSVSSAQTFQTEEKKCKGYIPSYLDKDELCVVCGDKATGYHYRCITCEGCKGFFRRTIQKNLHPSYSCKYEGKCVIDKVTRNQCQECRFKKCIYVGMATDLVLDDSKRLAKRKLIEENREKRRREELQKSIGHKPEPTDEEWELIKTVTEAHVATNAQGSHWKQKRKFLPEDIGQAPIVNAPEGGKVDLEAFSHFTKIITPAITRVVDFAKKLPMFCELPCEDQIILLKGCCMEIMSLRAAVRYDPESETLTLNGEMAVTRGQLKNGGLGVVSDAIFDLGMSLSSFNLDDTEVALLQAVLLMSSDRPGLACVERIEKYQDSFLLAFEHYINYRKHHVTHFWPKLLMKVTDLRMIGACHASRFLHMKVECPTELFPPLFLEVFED
#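 Fluorescence polarization of 20 nM Texas Red SRC2 peptide (20-aa NR interaction domain) bound to 0.6 uM human TRb ligand-binding domain, with 1 uM T3, after 5 hr at ambient temperature; inhibition seen as decreased polarization.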
# Tau fluor cs: counter-screen for tau fibril formation inhibitors. tau K18 P301L (four-repeat tau fragment) Alexa594 fluorescence, heparin fibrillization. Potency, µM (doses to about 57.7 µM), without a hit: top-dose activity change, negative = decrease. 280,000 compounds, 0.93% hits; further: nearly all actives have a fitted effect of over 55% in size
#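 Human K18 P301L tau (15 uM unlabeled plus 0.24 uM Alexa 594-labeled, final) in 100 mM sodium acetate pH 7 was mixed with compound and 20 uM heparin and incubated 6 hr at 37 C.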
# ALDH1A1 block: inhibitors of human aldehyde dehydrogenase 1A1; 220,000 compounds, 7.3% hits; AID 1030; P00352; Purified ALDH1A1, NADH fluorescence, propionaldehyde substrate; Potency, µM (top dose mostly 75.3 µM), inactives show top-dose activity, negative = inhibition, usual class: inhibitors; active means well fitted inhibition curve with a large enough effect, not every such curve was filed as active; inconclusive means small, poorly fitted or top-dose-only effect, or another doubt; inactive means no such curve, though single readings can be large or run the other way;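 further: plate controls were no enzyme wells and a reference inhibitor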
# Target sequence (P00352 whole entry, looked up): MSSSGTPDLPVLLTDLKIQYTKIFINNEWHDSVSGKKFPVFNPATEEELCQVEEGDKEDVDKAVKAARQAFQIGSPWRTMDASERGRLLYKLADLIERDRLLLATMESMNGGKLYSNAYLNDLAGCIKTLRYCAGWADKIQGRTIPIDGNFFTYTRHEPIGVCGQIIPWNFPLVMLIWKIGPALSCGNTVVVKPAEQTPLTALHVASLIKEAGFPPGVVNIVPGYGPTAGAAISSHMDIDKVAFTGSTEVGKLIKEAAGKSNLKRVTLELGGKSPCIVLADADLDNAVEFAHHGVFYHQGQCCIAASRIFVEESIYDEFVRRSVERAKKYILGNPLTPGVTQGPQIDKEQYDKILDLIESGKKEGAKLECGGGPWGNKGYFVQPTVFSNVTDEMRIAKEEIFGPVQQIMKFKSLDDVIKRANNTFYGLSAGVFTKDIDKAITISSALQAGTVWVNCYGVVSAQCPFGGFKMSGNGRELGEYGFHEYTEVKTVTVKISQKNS
# The depositor's hits bear a star; ? = inconclusive; / = no result given; & = joins results of further samples; [ ] = another dose, or the depositor's remark. Unless noted, the call rests on the fitted dose curve; in most records, active means well fitted curve in the direction sought with a large enough effect; inconclusive means small, poorly fitted or top-dose-only effect, or another doubt; inactive means no such curve, though single readings can be large; an effect the other way counts as inactive or inconclusive. Unless noted, on the % scale 0 is the no-effect control and ±100 the full control effect; potency means the concentration at half of the fitted maximal effect.
entry	Molecule	L3MBTL1 inh	aGal spleen mod	Tau FP inhib	Tau ThT inhib
1	c1ccc2c(c1)NC(c1ccncc1)n1c-2nc2ccccc21 (stereo not given)	-1%	19%	5%	-19%
2	O=C(CSc1ncc(S(=O)(=O)c2ccc(Br)cc2)c(=O)[nH]1)Nc1ccc2c(c1)OCCO2	/	/	3%	?
3	CCOc1cc(C(=O)Nc2ncccn2)cc(OCC)c1OCC	-2%	?	0%	-2%
4	Cc1nnc(Sc2nc3c(c(=O)[nH]c(=O)n3C)n2Cc2ccccc2)s1	/	9%	-3%	2%
5	Cc1ccc(CN2CCN(/N=C/c3cccn3C)CC2)c(C)c1	-17%	-7%	2%	?
6	COc1cc(CO)cc(Br)c1OCC(=O)O	/	4%	-3%	-12%
7	CS(=O)(=O)Nc1ccc(OCc2ccccc2)cc1	/	-3%	7%	-15%
8	COC(=O)C1C(=O)NC(SC)=C(C#N)C1c1ccccc1F (stereo not given)	20%[11.4 µM]	-4%	-7%	-4%
9	Cc1ccnc(NC(=S)NC(=O)c2cncc(Br)c2)c1	4%	-7%	4%	-11%
10	Cc1c(Cl)cccc1NC(=O)CCn1cnnn1	/	/	1%	-4%
11	COc1cc(C(=O)Nc2ccc(S(=O)(=O)Nc3cc(C)nc(C)n3)cc2)cc(OC)c1OC	8%	5%	0%	-1%
12	Cc1ccc2c(COC(=O)c3c(C)noc3C)cc(=O)oc2c1	23%	-8%	4%	-13%

entry	TR SRC2 fluor cs	TRb-SRC2 inh	Tau fluor cs	ALDH1A1 block
1	-3%	-4%	-18%	-2%
2	-7%	-4%	-9%	/
3	-2%	-1%	-3%	-13%
4	2%	5%	4%	/
5	-1%	-1%	-8%	-4%
6	-1%	-10%	-5%	5%
7	-1%	-2%	-15%	-8%
8	0%	16%	-2%	?
9	1%	-14%	-1%	-4%
10	-3%	1%	-6%	/
11	-1%	0%	-5%	?
12	-3%	-4%	-8%	?

# Later entries
entry	Molecule	L3MBTL1 inh	aGal spleen mod	Tau FP inhib	Tau ThT inhib
13	CCOCCCNS(=O)(=O)c1ccc(NC(=O)c2ccccc2)cc1	2%	-2%	9%	0%
14	NC(N)=NN=C1CCCCCCCCCCC1	-2%	5%	5%	5%
15	O=C(NC(=S)NCCc1ccccc1)c1ccco1	-2%	11%	3%	-3%
16	COc1ccc(/C=N/N=C2/NC(=O)C(CC(=O)O)S2)cc1OCc1ccc(Cl)cc1 (stereo not given)	-1%	5%	12%	-18%
17	Cc1cccc(NC(=O)CCN2CC(C)OC(C)C2)c1 (stereo not given)	-7%	5%	7%	-6%
18	O=C(COCc1cc(-c2cccs2)on1)Nc1cccc(O)c1	/	/	-8%	-10%
19	COc1ccc(NC(=O)C2CCCN2S(=O)(=O)c2ccc3c(c2)CCC(=O)N3)c(OC)c1 (stereo not given)	/	3%	12%	-18%
20	CSc1nc(S(=O)(=O)c2ccccc2)c(Cl)s1	1%	0%	2%	8%
21	COc1ccc(C)cc1NC(=O)CC(NC(C)=O)c1ccccc1 (stereo not given)	?	-8%	?	5%
22	O=C(c1ccc(S(=O)(=O)Nc2ccccc2)cc1)N1CCOCC1	14%	12%	-2%	1%
23	COc1ccc(Nc2nc3ccccc3nc2NS(=O)(=O)c2ccc(NC(C)=O)cc2)cc1	-10%	9%	8%	?
24	COc1ccc(N2C(=O)CC(N3CCC(O)(c4cccc(C(F)(F)F)c4)CC3)C2=O)cc1 (stereo not given)	9%	2%	0%	-10%

entry	TR SRC2 fluor cs	TRb-SRC2 inh	Tau fluor cs	ALDH1A1 block
13	-4%	5%	-4%	-6%
14	-3%	-3%	1%	4%
15	-1%	-4%	-2%	9%
16	3%	3%	3%	?
17	-1%	0%	4%	-7%
18	?	0%	-12%	/
19	1%	1%	-14%	5%
20	2%	-5%	9%	?
21	3%	-1%	2%	?
22	2%	5%	2%	4%
23	-6%	6%	?	/
24	-2%	-12%	-6%	?

# Additional compounds follow:
entry	Molecule	L3MBTL1 inh	aGal spleen mod	Tau FP inhib	Tau ThT inhib
25	COc1ccc2c(c1)c(C(C)=O)c(C)n2-c1ccccc1	/	-5%	-8%	?
26	CCc1ccc(CN2CCc3nc(N4CCN(CC)CC4)ncc3C2)cc1	/	/	0%	0%
27	O=C(O)CCCCCNC(=O)/C=C/c1ccco1	5%	1%	-8%[2.34 µM]	7%
28	CCOc1cc(C(=O)NCc2ccncc2)cc(OCC)c1OCC	-13%	9%	-2%	-9%
29	Cc1cc(C)n(CCc2nc3c4ccccc4nc(N4CCN(c5ccccc5)CC4)n3n2)n1	/	/	-6%	-4%
30	COC(=O)CSc1nnc(-c2ccoc2C)n1-c1ccc(C)cc1	-4%	-3%	-2%	-2%
31	CC(C)CCc1noc(CN(C)CC2CCN(Cc3ccccc3)CC2)n1	-7%	-7%	5%	-6%
32	COc1cccc(CN2CCNC(=O)C2CC(=O)NCCCn2ccnc2)c1 (stereo not given)	-7%	-5%	1%	-3%
33	COC(=O)c1ccc(C(=O)OC)c(NC(=O)COC(=O)c2ccccc2OC)c1	-11%	-10%	-8%	-10%
34	Cc1ccc(S(=O)(=O)N2CCOC2CNC(=O)C(=O)NCCc2c[nH]c3ccccc23)cc1 (stereo not given)	-12%	6%	14%	-17%
35	COc1ccc(NC(=O)CN2CCN(CC(=O)Nc3ccccc3F)CC2)c(OC)c1	-5%	-6%	-4%&-7%	-12%&-7%
36	CCOC(=O)C(C)Sc1cc(CS(=O)(=O)c2ccccc2)nc(-c2ccccc2)n1 (stereo not given)	11%	2%	0%	-4%

entry	TR SRC2 fluor cs	TRb-SRC2 inh	Tau fluor cs	ALDH1A1 block
25	-3%	-2%	-17%	14%
26	-2%	-1%	7%	/
27	-3%	-1%	14%	2%
28	0%	8%	-8%	9%
29	-19%	-1%	-4%	/
30	-6%	2%	4%	0%
31	-4%	-6%	-3%	7%
32	-1%	4%	-4%	/
33	1%	3%	7%	?
34	-1%	1%	?	?
35	2%&-2%	-14%&1%	0%&-10%	18µM*
36	-3%	3%	-19%	2%

# The results go on:
entry	Molecule	L3MBTL1 inh	aGal spleen mod	Tau FP inhib	Tau ThT inhib
37	O=C(NCCC1=CCCCC1)C1CCN(C(=O)Nc2ccccc2)CC1	-15%	2%	-2%	-11%
38	COC(=O)c1ccc([C@@H](O)[C@H](C)C(=O)CC(=O)OC(C)(C)C)cc1	0%	3%	/	/
39	CSc1ccc(C(=S)N2CCN(CCO)CC2)cc1	11%	-3%	0%	2%
40	CCC(=O)N1CCCc2cc(S(=O)(=O)N3CCC(C(=O)NC4CCCCC4)CC3)ccc21	/	/	4%	0%
41	COc1ccc(N2C(=S)NC3CS(=O)(=O)CC32)cc1 (stereo not given)	54%[activator]	-9%	-2%	-5%
42	CCCC(=O)O[C@]1(C(=O)CO)CC[C@H]2[C@@H]3CCC4=CC(=O)CC[C@]4(C)[C@H]3[C@@H](O)C[C@@]21C	6%	8%	0%	-15%
43	COc1cc(OC)cc(C(=O)NCCN2C(=O)S/C(=C\c3cccs3)C2=O)c1	-24%	2%	-8%	-17%
44	CCCCCCCCS(=O)C1CCS(=O)(=O)C1 (stereo not given)	4%	3%	1%	0%
45	Clc1ccc(OCc2nnnn2-c2ccccc2)cc1	14%	-13%	2%	5%
46	CC(=O)Nc1cc2nn(-c3ccccc3)nc2cc1Cl	/	-30%	-5%	1%
47	COc1ccc(N2CCN(C(=O)c3cn(C)c4ccc(S(=O)(=O)N5CCOCC5)cc4c3=O)CC2)cc1	/	/	1%	2%
48	Cc1noc(C)c1CSc1nc2sc(C)c(C)c2c(=O)n1C1CCCC1	/	1%	9%	?

entry	TR SRC2 fluor cs	TRb-SRC2 inh	Tau fluor cs	ALDH1A1 block
37	1%	17%	-6%	5%
38	-2%	-6%	/	/
39	-1%	-3%	4%	22µM*
40	-2%	-8%	-6%	/
41	-7%	-7%	1%	9%
42	-7%	-5%	-1%	-1%
43	-2%	-3%	-24%	6%
44	-2%	-11%	-4%	13%
45	-1%	5%	-7%	?
46	-1%	-10%	0%	?
47	-1%	-10%	-7%	/
48	1%	-3%	-5%	6%

# Following part:
entry	Molecule	L3MBTL1 inh	aGal spleen mod	Tau FP inhib	Tau ThT inhib
49	COc1cc(OC)c(NC(=O)Cn2cnc3nc4c(cc3c2=O)CCCC4)cc1Cl	/	/	2%	0%
50	CCCS(=O)(=O)N1CCN(C(=O)c2ccccc2F)CC1	8%	2%	10%	1%
51	CC(C)COc1ccc(C(=O)Nc2ccc(S(=O)(=O)Nc3ncccn3)cc2)cc1	/	/	-4%	18%
52	Cc1ccc(C)c(CSC2=NCCN2C(=O)Cc2ccc([N+](=O)[O-])cc2)c1	-9%	1%	8%	?
53	Cc1ccc(-c2c[nH]c(=S)n2-c2ccccc2)cc1	-25%	7%	-4%	1%

entry	TR SRC2 fluor cs	TRb-SRC2 inh	Tau fluor cs	ALDH1A1 block
49	0%	5%	-10%	/
50	3%	0%	4%	-1%
51	1%	-3%	19%	/
52	6%	-4%	?	2%
53	-5%	-6%	-9%	1µM*

# Random excerpt: 6 records from the list
entry	Molecule	L3MBTL1 inh	aGal spleen mod	Tau FP inhib	Tau ThT inhib
10	Cc1c(Cl)cccc1NC(=O)CCn1cnnn1	/	/	1%	-4%
14	NC(N)=NN=C1CCCCCCCCCCC1	-2%	5%	5%	5%
28	CCOc1cc(C(=O)NCc2ccncc2)cc(OCC)c1OCC	-13%	9%	-2%	-9%
49	COc1cc(OC)c(NC(=O)Cn2cnc3nc4c(cc3c2=O)CCCC4)cc1Cl	/	/	2%	0%
34	Cc1ccc(S(=O)(=O)N2CCOC2CNC(=O)C(=O)NCCc2c[nH]c3ccccc23)cc1 (stereo not given)	-12%	6%	14%	-17%
8	COC(=O)C1C(=O)NC(SC)=C(C#N)C1c1ccccc1F (stereo not given)	20%[11.4 µM]	-4%	-7%	-4%

entry	TR SRC2 fluor cs	TRb-SRC2 inh	Tau fluor cs	ALDH1A1 block
10	-3%	1%	-6%	/
14	-3%	-3%	1%	4%
28	0%	8%	-8%	9%
49	0%	5%	-10%	/
34	-1%	1%	?	?
8	0%	16%	-2%	?
